ALOX15 inhib = blocks human 15-lipoxygenase activity; P16050; purified 15hLO-1, xylenol orange hydroperoxide absorbance; Potency, µM (highest dose often 57.1 µM), inactives show at the highest dose activity change, negative = inhibition, most hits filed as inhibitors; 1.4% of 74,000 active; AID 887; also: potency is read from the fitted curve at half-maximal effect; % is scaled to controls: 0 for no effect and ±100 for the full control effect; nearly all actives have a fitted effect of over 55% in size
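Compounds were preincubated 15 min at room temperature with 40 nM purified human enzyme (25 mM Hepes pH 7.5, 0.01% Triton X-100); 50 uM arachidonic acid reacted 6 min. Fe-xylenol orange detection, 30 min, absorbance ratio 573/405 nm.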
HADH2 inhib = HADH2 (human) dehydrogenase inhibition | Q99714 | recombinant HADH2, NADH fluorescence, beta-hydroxybutyryl-CoA | Potency, µM (doses to about 57.1 µM), without a hit: at the top dose activity change, negative = inhibition, most hits filed as inhibitors | 3.4% of 73,000 active; also: potency is read from the fitted curve at half-maximal effect; % is scaled to controls: 0 for no effect and ±100 for the full control effect; nearly all actives have a fitted effect of over 60% in size; many of its hits are not listed in these tables
Target sequence (Q99714 whole entry, looked up, one chain of several): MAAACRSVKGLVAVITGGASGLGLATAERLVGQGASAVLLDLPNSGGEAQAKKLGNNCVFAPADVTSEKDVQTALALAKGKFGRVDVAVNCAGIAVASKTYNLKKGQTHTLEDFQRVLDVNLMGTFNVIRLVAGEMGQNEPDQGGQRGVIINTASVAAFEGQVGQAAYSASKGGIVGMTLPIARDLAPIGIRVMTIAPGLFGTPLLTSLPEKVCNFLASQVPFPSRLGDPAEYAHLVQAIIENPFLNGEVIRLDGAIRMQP
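Buffer 100 mM Tris-HCl pH 9.0/0.01% Tween-20; HADH2 20 nM; NAD+ 1 mM; beta-hydroxybutyryl-CoA 90 uM (all final). 15 min cpd preincubation, RT.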
BRCT PPI red = BRCT-phosphoprotein interaction inhibition (red fluorophore); P38398; Potency, µM (doses to about 76.9 µM), inactives show top-dose activity change, negative = inhibition, most hits filed as inhibitors; 0.03% of 75,000 active; BRCT-phosphopeptide binding, red fluorescence polarization; also: % is scaled to controls: 0 for no effect and ±100 for the full control effect
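Rhodamine-labelled pBACH1 10-mer (100 nM) bound to BRCT domain (100 nM) at pH 7.3; compounds incubated 12 min room temperature, polarization read. Free peptide defines full inhibition; unlabelled decapeptide titrated as control.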
UbGFP stabilizer = inhibits proteasome, raising ubiquitin-GFP reporter fluorescence; Ubiquitin-GFP reporter cells, proteasome inhibition, GFP fluorescence; response scale: untreated = 0%, 10 µM MG-132 = 100%; Potency, µM (titrated, usually from 45.9 µM), inactives show top-dose activation (GFP accumulation), usual class: activators; 67,000 tested, under 10 active; active = well fitted activation curve with a large enough effect, not every such curve was filed as active; inconclusive = small, poorly fitted or top-dose-only effect, or another doubt; inactive = no such curve, though single readings can be large or run the other way; also: potency is read from the fitted curve at half-maximal effect
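U2OS cells stably expressing ubiquitin(G76V)-GFP, seeded overnight in 0.5% FBS medium, were exposed to compounds (qHTS, 46 uM to 2.9 nM) for 4 hr at 37 °C. GFP-positive cells were counted by laser cytometry (488 ex/515 em), normalized between basal and 10 uM MG-132.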
USP2a inh = inhibitors of human ubiquitin-specific protease USP2a; O75604; USP2a enzymatic assay, qHTS inhibition; Potency, µM (doses to about 38.3 µM), for inactives: top-dose activity change, negative = inhibition, actives largely listed as inhibitors; 0.1% of 60,000 active;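 also: potency is read from the fitted curve at half-maximal effect; nearly all actives have a fitted effect of over 60% in size; plate controls were DMSO for no effect and NEM full inhibition control for full effect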
Target sequence (O75604 whole entry, looked up): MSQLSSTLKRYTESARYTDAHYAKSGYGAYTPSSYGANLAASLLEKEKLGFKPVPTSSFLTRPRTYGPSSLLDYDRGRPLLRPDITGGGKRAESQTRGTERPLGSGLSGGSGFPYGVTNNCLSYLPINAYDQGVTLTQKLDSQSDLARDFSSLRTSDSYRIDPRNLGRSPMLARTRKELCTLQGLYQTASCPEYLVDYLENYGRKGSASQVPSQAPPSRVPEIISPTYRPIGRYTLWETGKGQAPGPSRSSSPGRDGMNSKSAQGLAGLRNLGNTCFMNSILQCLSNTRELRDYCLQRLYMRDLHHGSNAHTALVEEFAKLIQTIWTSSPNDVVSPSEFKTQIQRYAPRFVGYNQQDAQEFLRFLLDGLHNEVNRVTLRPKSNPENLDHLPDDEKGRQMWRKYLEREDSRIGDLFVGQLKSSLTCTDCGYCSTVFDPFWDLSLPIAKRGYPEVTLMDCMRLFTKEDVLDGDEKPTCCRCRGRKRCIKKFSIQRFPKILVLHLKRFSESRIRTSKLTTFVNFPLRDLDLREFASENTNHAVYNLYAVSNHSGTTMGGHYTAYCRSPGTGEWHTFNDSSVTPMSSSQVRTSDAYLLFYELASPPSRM
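20 nM USP2 core + cpd, 30 min RT; add 20 nM Ub-PLA2/20 uM NBD C6-HPC; read Ex460/Em535 at 0 h and 2.5 h. Normalized to NEM; qHTS curve fit/classification.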
HBB splice mod = alters splicing of the hemoglobin beta chain | HBB splicing reporter cell assay, activation; EGFP reporter with mutant IVS2-654 intron; response scale: normalised to 500 nM splice-correcting PNA | Potency, µM (series often up to 46.1 µM), inactives show top-dose activation, actives largely listed as activators | 0.06% of 65,000 active | AID 925; also: potency is read from the fitted curve at half-maximal effect; 0% is about no effect
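Compounds were applied for 2 days to HeLa EGFP-654 cells, 500/well in Optimem with 2% FCS. The reporter's EGFP is disrupted by mis-splicing of beta-globin intron IVS2-654. Readout: summed well GFP fluorescence from 488 nm laser scanning; reference was 500 nM antisense […] 654 PNA.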
BRCT inh green = BRCA1 BRCT-phosphoprotein interaction inhibition. AID 875. BRCA1 BRCT-phosphopeptide binding, green fluorescence polarization. Potency, µM (top dose mostly 76.9 µM), without a hit: at the top dose activity change, negative = inhibition, most hits filed as inhibitors. 0.05% of 75,000 active;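 also: potency is read from the fitted curve at half-maximal effect; plate controls were peptide without protein for full effect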
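Fluorescence polarization: His-tagged BRCT (~35 kDa BRCA1 C-terminus, 250 nM) bound to 100 nM fluorescein-labeled phosphorylated 10-aa BACH1 peptide, pH 7.3 phosphate buffer with DTT and Tween 20. Compounds incubated 12 min at room temperature; inhibition read as lowered polarization.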
Hsp90 Hop PPI = changes Hsp90-Hop TPR2A binding signal, up or down; Potency, µM (doses to about 57 µM), inactives show top-dose activity change, negative = inhibition; AlphaScreen TPR2A-His6 binding biotin-Hsp90 C-terminal peptide; 0.44% of 71,000 active; active = well fitted curve in either direction with a large enough effect; inconclusive = small, poorly fitted or top-dose-only effect, or another doubt; also: potency is read from the fitted curve at half-maximal effect; % is scaled to controls: 0 for no effect and ±100 for the full control effect; many of its hits are not listed in these tables
Pol III holo inh = DNA polymerase III holoenzyme inhibition. reconstituted DNA polymerase III holoenzyme replication, biochemical. Potency, µM (series often up to 57.1 µM), for inactives: at the top dose activity change, negative = inhibition. 0.25% of 71,000 active; also: potency is read from the fitted curve at half-maximal effect; % is scaled to controls: 0 for no effect and ±100 for the full control effect
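Reconstituted *E. coli* holoenzyme (0.35 nM Pol III, 1 nM beta, 154 nM SSB, 2 nM primase) was preincubated with compound for 15 min at RT. Synthesis on 1.4 nM ssM13Gori ran 35 min, then was stopped with PicoGreen/EDTA and read as dsDNA fluorescence.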
CRE-bla Fsk = CRE-bla signaling modulation under forskolin stimulation. CHO CRE-bla reporter (cAMP response element driving beta-lactamase), forskolin EC10, beta-lactamase ratio. Potency, µM (highest dose often 38.2 µM), inactives show top-dose activity change, negative = inhibition, hits mostly activators. 2.5% of 71,000 active; active = well fitted activation curve with a large enough effect in the signal ratio, with a control signal flat, not every such curve was filed as active; inconclusive = small, poorly fitted or top-dose-only effect, or effect the other way, or a change in a side signal; the % refers to the signal ratio; also: potency is read from the fitted curve at half-maximal effect; % of control where 0% means no effect
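Cells were plated overnight at 37 °C, exposed to compound titrations plus EC10 NKH 477 for 3 h, then given CCF4 dye for 2 h at room temperature. Blue/green (460/530 nm) ratio was converted to %Activity and AC50 values calculated.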
GFP derepression = epigenetic GFP locus derepression in mouse cells; mouse C127i GFP locus derepression, cytometry, 30 h; Potency, µM (series often up to 46.1 µM), without a hit: top-dose GFP derepression (activation); 0.09% of 68,000 active; also: % of control where 0% means no effect
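Read-out is the number of GFP-positive cells, scored as fluorescent objects 20 to 120 um wide, reflecting derepression of a silenced CMV-GFP reporter in murine C127i cells after 30 h compound exposure at 37 C.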
Starred values were filed as active, the others as inactive; ? = inconclusive; . = not tested or not shown; & = joins results of further samples; [ ] = remark or other dose. Unless noted, calls follow the shape of the dose curve; as a rule, active = well fitted curve in the direction sought with a large enough effect; inconclusive = small, poorly fitted or top-dose-only effect, or another doubt; inactive = no such curve, though single readings can be large; an effect the other way counts as inactive or inconclusive.

SMILES	ALOX15 inhib	HADH2 inhib	BRCT PPI red	UbGFP stabilizer	USP2a inh	HBB splice mod	BRCT inh green	Hsp90 Hop PPI	Pol III holo inh	CRE-bla Fsk	GFP derepression
CN=C1SC(CC(=O)Nc2ccc(N3CCOCC3)cc2)C(=O)N1C (configuration not stated)	2%	-8%	0.6%	10%	3%	0.0%	-0.7%	-4%	-2%	13%	3%
CCOC(=O)C1CCCN(c2cc(C)nc3cc(-c4ccc(F)cc4)nn23)C1 (configuration not stated)	-10%	?	0.6%	15%	24%	0.2%	1.3%	9%	-8%	?	-1%
O=S(=O)(Nc1ncnc2c1oc1ccccc12)c1ccc(Cl)s1	-7%	14%	1.9%	2%	5%	-0.5%[57.5 µM]	0.8%	0%	-6%	-4%	-2%
COc1ccc(C2C(C(=O)Nc3cccc(C)n3)CCC(=O)N2c2ccc(OC)cc2)cc1 (configuration not stated)	-3%	2%	0.9%	0%	31%[activator]	1.4%	1.0%	-3%	7%	?	6%
CC1(C)CC(=O)C=C(NCc2cccnc2)C1	4%	-1%	-0.6%	10%	.	1.3%	3.7%	-3%	-3%	-1%	2%
CCOc1cc(C2NC(=O)NC(O)(C(F)(F)F)C2C(=O)c2ccccc2)ccc1OC (configuration not stated)	14%[11.4 µM]	9%[11.4 µM]	-0.4%	20%[9.17 µM]	7%[7.66 µM]	0.4%[0.0738 µM]	-0.7%	-9%[11 µM]	-9%[11.4 µM]	-13%[7.6 µM]	3%
COc1ccc(NC(=O)c2c(NC(=O)CNCc3ccco3)sc3c2CCC3)c(OC)c1	-5%	-2%	0.9%	-3%	37%[activator]	-4.3%	4.8%	-3%	2%	19%	0%
O=C(c1ccc(Cl)cc1)c1nnc(-c2ccncc2)o1	-4%	-2%	0.9%	-2%	3%	-0.1%[57.5 µM]	-1.3%	-2%	-8%	-5%	4%
CN1CCCC[C@@H]1CCN1CCCCC1	5%[11.4 µM]	-2%[11.4 µM]	0.7%[15.4 µM]	1%[9.17 µM]	.	1.0%[9.22 µM]	-2.9%[15.4 µM]	-4%[11 µM]	4%[11.4 µM]	-3%[7.6 µM]	4%[9.22 µM]
Cc1cc2oc(=O)cc(CN3CCC(C)CC3)c2c(C)c1Cl	2%	-3%	0.6%	11%	-4%	2.7%[57.5 µM]	-0.4%	-2%	2%	11%	0%
Cc1oc(/N=C/c2ccccc2O)c(C#N)c1C	-6%	-16%	-0.6%	3%	-4%	0.2%[9.22 µM]	-0.3%	-3%	-12%	-8%	0%
O=C(C1CCN(c2ccc(N3CCOCC3)nn2)CC1)N1CCc2ccccc2C1	-10%	-10%	-1.5%	.	4%	3.8%[0.369 µM]	-0.5%	-3%	-5%	?	5%
CCCn1cnc2c(c1=O)c1nc3ccccc3nc1n2CCc1ccccc1	7%	-16%	-0.4%	-3%	6%	8.8%[0.369 µM]	-1.2%	0%	-2%	13%	-2%
Cn1cnc2c(NCc3ccccc3)nc(NCCO)nc21	?	10%&-8%	-0.9%	3%&5%	1%	-0.1%	-5.7%	-4%&-4%	-2%&-9%	?	2%&2%
COc1ccc(CNC(=O)C2CC(=O)N(c3ccc(OCC(=O)N4C(C)CCCC4C)cc3)C2)cc1 (configuration not stated)	6%	5%	-0.7%	1%	6%	0.7%	0.6%	-2%	-3%	-8%	2%
CSc1nc2ccc(S(=O)(=O)Nc3c(C)n(C)n(-c4ccccc4)c3=O)cc2s1	-2%	-12%	0.0%	-5%	4%	-1.4%	-1.1%	1%	0%	?	3%
COCCn1nnnc1CN(CCc1ccc(OC)c(OC)c1)Cc1cc2ccc(C)cc2[nH]c1=O	?	0%	-0.6%	-1%	37%[activator]	.	0.0%	-6%	?	16%	0%
O=C(Nc1cccc2nsnc12)c1ccc2c(c1)OCCO2	-9%	-3%	-0.9%	-8%	17%	-0.1%	-3.4%	?	-10%	?	1%
COc1cccc(OC)c1OCC(O)CN1CCN(c2ccccc2)CC1 (configuration not stated)	-4%	9%	1.1%	0%	10%	-0.2%	-0.8%	-2%	-2%	-5%	0%
CC12C=CC3(CN(Cc4ccccc4)C(=O)C3C1C(=O)NC1CC1)O2 (configuration not stated)	7%	3%	0.6%	13%	1%	-0.6%	0.1%	0%	-5%	-15%	-3%
CCC(=O)Nc1cc(-c2nn3c(C)nnc3s2)ccc1C	5%	-17%	-0.1%	-1%	-5%	.	-0.4%	-3%	-8%	8%	-1%
O=c1c2cc(N3CCOCC3)ccc2[nH]c(=S)n1CCCN1CCCC1	-6%	?	-1.7%	1%	19%	4.6%[0.369 µM]	-2.6%	-10%	-5%	-13%	2%
O=S(=O)(c1cccs1)N1CCN(CC(O)COC2CCCc3ccccc32)CC1 (configuration not stated)	-13%	5%	1.3%	-3%	0%	-2.7%	0.7%	-2%	40%	-6%	-2%
COCCn1c(SCCN2CCCCC2)nc2ccccc2c1=O	3%	-5%	-1.4%	0%	-1%	.	0.2%	6%	-5%	6%	2%
CCNc1nc(N)nc(Oc2ccc(C(=O)OC)cc2)n1	-7%	2%	-2.3%	-1%	-6%	7.4%	-1.5%	-5%	-1%	15%	0%

(listing goes on)
SMILES	ALOX15 inhib	HADH2 inhib	BRCT PPI red	UbGFP stabilizer	USP2a inh	HBB splice mod	BRCT inh green	Hsp90 Hop PPI	Pol III holo inh	CRE-bla Fsk	GFP derepression
O=C(Nc1ccccc1)c1cccnc1N1CCOCC1	-1%	2%	0.8%	11%	-1%	-0.4%	-1.1%	-3%	-8%	-1%	0%
ClC(Cl)(Cl)C(N1CCN(c2ccccc2)CC1)N1CCN(c2ccccc2)CC1	11%[11.4 µM]	-5%[11.4 µM]	0.9%[15.4 µM]	2%[9.17 µM]	.	3.1%[9.22 µM]	-2.1%[15.4 µM]	2%[11 µM]	-8%[11.4 µM]	2%[7.6 µM]	7%[9.22 µM]
CCCC1(C(=O)OCC)NC(c2ccc(N(C)C)cc2)C2C(=O)N(c3ccccc3)C(=O)C21 (configuration not stated)	-14%	3%	-0.2%	-5%	19%	0.0%[57.5 µM]	-0.9%	-12%	-5%	-15%	2%
OC(Cn1cncn1)c1ccc(Cl)cc1Cl (configuration not stated)	9%	4%	-0.4%	5%	-8%	0.5%[57.5 µM]	-1.2%	-2%	1%	5%	2%
O=C(NCCCNCCCNC(=O)c1ccccn1)c1ccccn1	0%	17%	-0.2%	10%	-3%	1.3%	-0.1%	-6%	0%	-13%	-3%
CC(C)NC(=O)C(C)n1cccc1C(=O)c1ccccc1 (configuration not stated)	4%	-5%	2.2%	19%	-3%	2.7%	-3.5%	4%	-6%	?	0%
C=CCNc1ncnc2c1cnn2-c1ccc(Cl)cc1	?	-12%	-3.4%	0%	.	0.3%	-3.6%	-1%	1%	?	.
N=c1n(-c2ccccc2)c(O)cc(=O)n1-c1ccccc1	-1%	-29%	-0.1%	?	-3%	0.4%[9.22 µM]	-0.5%	1%	-5%	-11%	0%
CC1(C)NC(=O)N(CCCCOc2cccc(C(F)(F)F)c2)C1=O	4%	8%	-0.3%	-2%	39%[activator]	2.4%	0.9%	-1%	-13%	?	-3%
Cn1c(=O)c(-c2ccc(F)cc2)nc2cnc(Oc3ccccc3)nc21	10%	-4%	-0.3%	-9%	21%	-2.9%	-1.4%	-4%	-2%	-2%	0%[9.22 µM]
CC1CCCN(Cc2nc3c(c(=O)n(C)c(=O)n3C)n2Cc2c(F)cccc2Cl)C1 (configuration not stated)	-6%	13%	-0.6%	4%	.	-0.2%	-1.2%	-7%	-2%	-5%	.
Cc1cc(C)n2nc(SCC#N)nc2n1	0%	0%	1.3%	-3%	.	0.0%	0.0%	-1%	-6%	9%	.
Cc1cc(NC(=O)CCCS(=O)(=O)c2nc(-c3cccs3)cc(C(F)(F)F)n2)no1	-7%	25µM*	-0.3%	-4%	-5%	-1.5%	1.0%	-5%	-4%	?	0%

Individual results from above:
Entry of `ClC(Cl)(Cl)C(N1CCN(c2ccccc2)CC1)N1CCN(c2ccccc2)CC1` under UbGFP stabilizer: 2%[9.17 µM]
Entry of `Cn1c(=O)c(-c2ccc(F)cc2)nc2cnc(Oc3ccccc3)nc21` under USP2a inh: 21%

Screens as filed in PubChem BioAssay.

Not all compounds are listed (hit frequency here may not be typical).
